ADAM17 inh: ADAM17 inhibitors, primary screen, biochemical, QFRET; Disintegrin and metalloproteinase domain-containing protein 17 (Homo sapiens), P78536; recombinant ADAM17, EDANS/DABCYL FRET peptide cleavage; inhibition, % at 6.95 µM; AID 720648, 2013; hit rate 0.83% among 370,000;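 active = inhibition above the mean of compounds lying between control limits plus 3 SD, set per campaign, cut at about 8.5% in these data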;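 also: 0% = DMSO-only wells as the low control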
ssDAF12 agonist: S. stercoralis DAF-12 nuclear receptor activators, primary screen, cell-based, luminescence, HEK293, GRIP1 co-expression, lit1-tk-luc; Nuclear hormone receptor DAF-12 (Strongyloides stercoralis); HEK293 ssDAF-12/GRIP1 lit1-tk-luc reporter; % of 3 µM dafachronic acid response; activation, % at 6.8 µM; hit rate 1% among 370,000;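 active = activation above the mean over all tested compounds plus 3 SD, cut at about 0.9% in these data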;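 also: 0% = DMSO-only wells and 100% = 3 µM delta7-dafachronic acid wells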
DAX1 inh-1: DAX1 (NR0B1) inhibitors, primary screen, cell-based, HEK293, Gal4-DAX1, luciferase luminescence. Nuclear receptor subfamily 0 group B member 1 (Homo sapiens), P51843. HEK293 Gal4-DAX1 luciferase reporter. inhibition, % at 6.75 µM. hit rate 0.99% among 340,000. AID 504766, 2011;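 active = inhibition above the mean over all tested compounds plus 3 SD, cut at about 4.2% in these data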;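 also: 0% = DAX1-transfected cells with DMSO and 100% = empty-vector control cells with DMSO; inhibition shows as a rise in luminescence from relieved DAX1 repression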
ADAM10 inh: human ADAM10 inhibitors, primary screen, biochemical, QFRET, HTS | Disintegrin and metalloproteinase domain-containing protein 10 (Homo sapiens), O14672 | recombinant ADAM10, EDANS/DABCYL FRET peptide cleavage, 3 h | inhibition, % at 7 µM | hit rate 0.62% among 370,000 | AID 720582, 2013;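 active = inhibition above a per-campaign cutoff equal to the mean of compounds falling between control-based bounds plus 3 SD, cut at about 20% in these data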;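 also: 0% = DMSO wells while the 100% control is not disclosed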
hcDAF12 agonist: H. contortus DAF-12 nuclear receptor activators, primary screen, cell-based, luminescence, HEK293, lit1-tk-luc reporter; activation, % at 6.8 µM; HEK293 hcDAF-12 lit1-tk-luc reporter; 0% DMSO, 100% Δ7-dafachronic acid; hit rate 1.4% among 370,000; AID 652067, 2013;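 active = activation above the mean of all tested compounds plus 3 SD, cut at about 5.5% in these data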;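 also: 100% = response to 3 µM Δ7-dafachronic acid high control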
hgDAF-12 ag: H. glycines DAF-12 receptor agonists, primary screen, cell-based, luminescence, HEK293, GAL4 fusion, UAS-luciferase. activation, % at 6.8 µM. hit rate 1.8% among 370,000. HEK293 GAL4-hgDAF12 UAS-luciferase reporter, agonist luminescence; normalized to butyrate control;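 active = activation above a cutoff set at the mean of all screened compounds plus 3 SD, cut at about 10% in these data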;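 also: 0% = DMSO wells and 100% = sodium butyrate wells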
FXN GAA850 act: FXN promoter activators, primary screen, cell-based, luciferase luminescence, HEK293 lucGAA850; HEK293 lucGAA850 FXN promoter luciferase reporter, 24 h; percent of 10 µM SAHA response; activation, % at 6 µM; hit rate 0.56% among 360,000;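 active = activation above the average of all compounds screened plus 3 SD, cutoff fixed separately per campaign, cut at about 7.5% in these data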;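 also: 0% = DMSO wells and 100% = 10 µM SAHA wells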
sPLA2-III inh: human group III sPLA2 inhibitors, primary screen, biochemical, QFRET, BODIPY PC-A2 liposome substrate | Group 3 secretory phospholipase A2 (Homo sapiens), Q9NZ20 | QFRET BODIPY PC-A2 liposome hydrolysis, fluorescence | hit rate 0.56% among 370,000 | inhibition, % at 12.2 µM;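 active = inhibition above mean plus 3 SD of compounds lying within the high and low control bounds, cut at about 19% in these data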;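 also: 0% = median of test compound wells and 100% = no enzyme DMSO wells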
PLC-gamma1 inh: PLC-gamma1 enzyme inhibitors, primary screen, biochemical, fluorescence, purified enzyme; 1-phosphatidylinositol 4,5-bisphosphate phosphodiesterase gamma-1 (Homo sapiens), P19174; fluorogenic substrate; inhibition, % at 12.2 µM; hit rate 0.84% among 370,000; AID 720700, 2013; in the data active = inhibition above about 9.5%
DAX1 inh-2: DAX1 (NR0B1) inhibitors on StAR promoter, primary screen, cell-based, luminescence, SF-1 (NR5A1), full-length DAX-1 | hit rate 1.1% among 370,000 | HEK293T StAR-luciferase reporter, SF-1/DAX-1 repression relief | AID 652010, 2013 | inhibition, % at 6.8 µM;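 active = inhibition above the mean over all tested compounds plus 3 SD, cut at about 3.6% in these data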;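 also: 0% = DAX-1 cells with DMSO and 100% = cells lacking DAX-1 with DMSO; higher inhibition means more luminescence from relief of DAX-1 repression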
PLCb3 inh: human PLC-beta3 inhibitors, primary screen, biochemical, fluorescence; 1-phosphatidylinositol 4,5-bisphosphate phosphodiesterase beta-3 (Homo sapiens), Q01970; Purified PLC-beta3, fluorogenic substrate; inhibition, % at 12.2 µM; hit rate 0.18% among 370,000; AID 720704, 2013; in the data active = inhibition above about 11%;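 also: 0% = median of compound wells on plate and 100% = full blocker control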
Target sequence (Q01970 whole entry, looked up): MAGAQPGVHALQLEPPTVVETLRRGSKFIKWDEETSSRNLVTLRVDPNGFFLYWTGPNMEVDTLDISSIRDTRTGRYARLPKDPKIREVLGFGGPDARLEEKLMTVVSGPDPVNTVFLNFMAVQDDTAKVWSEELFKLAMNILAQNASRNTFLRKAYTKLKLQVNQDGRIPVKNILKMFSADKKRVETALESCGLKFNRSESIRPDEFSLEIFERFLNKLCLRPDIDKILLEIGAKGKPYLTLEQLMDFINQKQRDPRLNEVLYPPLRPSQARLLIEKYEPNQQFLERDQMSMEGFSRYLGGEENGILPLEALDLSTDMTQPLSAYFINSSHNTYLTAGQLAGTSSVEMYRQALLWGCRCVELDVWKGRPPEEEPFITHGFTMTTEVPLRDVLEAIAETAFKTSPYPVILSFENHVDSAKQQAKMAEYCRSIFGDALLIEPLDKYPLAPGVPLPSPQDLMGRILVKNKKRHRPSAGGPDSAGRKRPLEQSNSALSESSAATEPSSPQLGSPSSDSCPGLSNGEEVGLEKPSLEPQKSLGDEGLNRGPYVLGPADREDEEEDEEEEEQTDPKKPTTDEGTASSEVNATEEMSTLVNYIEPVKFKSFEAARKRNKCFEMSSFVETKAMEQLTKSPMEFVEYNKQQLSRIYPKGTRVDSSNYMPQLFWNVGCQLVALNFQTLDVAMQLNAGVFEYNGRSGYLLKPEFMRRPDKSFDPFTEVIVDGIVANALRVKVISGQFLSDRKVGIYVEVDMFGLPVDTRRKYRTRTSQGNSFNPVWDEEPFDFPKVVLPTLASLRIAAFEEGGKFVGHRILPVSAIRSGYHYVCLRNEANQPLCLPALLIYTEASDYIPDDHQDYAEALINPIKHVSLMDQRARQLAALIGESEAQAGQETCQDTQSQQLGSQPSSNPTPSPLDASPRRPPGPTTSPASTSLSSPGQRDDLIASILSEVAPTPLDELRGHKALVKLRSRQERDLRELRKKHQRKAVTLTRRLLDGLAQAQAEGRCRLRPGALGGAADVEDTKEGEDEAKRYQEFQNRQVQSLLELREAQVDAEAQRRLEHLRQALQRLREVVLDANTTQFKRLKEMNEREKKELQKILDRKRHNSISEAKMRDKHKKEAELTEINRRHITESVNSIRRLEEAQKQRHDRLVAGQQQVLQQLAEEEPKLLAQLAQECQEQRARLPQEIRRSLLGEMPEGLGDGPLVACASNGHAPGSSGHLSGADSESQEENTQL
* = called active by the depositor; . = not tested or not shown.

Under each structure: DAX1 inh-2	hcDAF12 agonist	hgDAF-12 ag	ADAM17 inh	ADAM10 inh	DAX1 inh-1	ssDAF12 agonist	PLCb3 inh	PLC-gamma1 inh	sPLA2-III inh	FXN GAA850 act
COc1ccc(S(=O)(=O)Nc2ccc3c(c2)n(C)c(=O)n3C)cc1F
→ -1.0	-3.8	-2.5	0	2	-2.8	-1.9	-5	0	-1	-0.5
COc1ccc(-n2cnnc2SCCC#N)cc1
→ -0.1	-1.8	3.3	-4	-1	0.8	-0.6	-2	2	-2	1.2
CC1CCN(CCc2nc3cc(NC(=O)C(C)C)ccc3n2C)CC1
→ -0.1	0.2	-0.9	-38	-134	0.8	-0.9	2	1	-1	2.9
CCOC(=O)N1CCN(C(=O)C[C@@H]2C[C@@]3(C(=O)OCC)CCCC=C3N(Cc3ccc4c(c3)OCO4)C2=O)CC1
→ -1.6	0.8	-0.3	0	0	.	-0.7	-3	-2	-6	.
CC(C)[C@H](NC(=O)[C@@H]1CSC2c3ccccc3C(=O)N21)C(=O)NCC1CCCO1 (some centres undefined)
→ 2.1	0.4	0.3	1	-1	0.0	-0.7	4	4	0	-2.6
CCOC(=O)c1cccc(NC(=O)CCc2nnc3ccc(N4CCOCC4)nn23)c1
→ -0.5	1.7	3.9	-3	3	-0.6	-0.3	-10	-2	4	-0.9
Cc1csc(=O)n1CC(=O)OCc1nnc(-c2ccccc2)o1
→ 0.2	-1.8	2.6	-4	-8	0.5	-1.2	-4	2	15	1.1
CCOc1ccc(S(=O)(=O)Nc2ccc(S(=O)(=O)N3CCCCC3)cc2)cc1
→ 1.1	0.9	-0.1	5	19	-0.3	-1.2	1	5	-14	-2.1
C=CCC1(CC=C)CCCN1C(=O)C1CCC(=O)N(CCc2ccccc2)C1 (centres undefined)
→ 1.1	2.2	9.8	1	-11	1.6	-0.2	-7	-2	6	1.4
Cc1ccccc1NC(=O)Cc1c(O)c2ccccc2[nH]c1=O
→ 0.2	3.5	1.8	-11	-14	0.5	0.0	-5	-5	-2	4.8
O=C(NCC1COc2ccccc2O1)c1cccc(S(=O)(=O)N2CCN(c3ccccc3)CC2)c1 (centres undefined)
→ -6.2	-4.4	-4.9	9.9*	21*	-2.9	-1.6	-5	-1	-10	-1.1
Cc1cc2cc(CN(Cc3ccco3)C(=O)C3CCCCC3)c(=O)[nH]c2cc1C
→ 0.2	-1.3	-1.1	-6	-8	-0.4	-1.2	-2	-3	2	0.3
COCCn1c(SCC(=O)/C=C2\N(C)c3ccccc3C2(C)C)nnc1-c1ccncc1
→ -1.2	-5.9	-5.2	-13	-44	-0.6	-1.3	-19	-10	10	-0.5
CCc1nnc(NC(=O)CSc2nnc(-c3ccco3)n2CCOC)s1
→ 0.1	0.7	5.2	-4	-5	2.0	-1.4	0	-2	2	1.1
COc1ccc(Oc2cccc(Cl)c2CNC(=O)CSCC(=O)O)cc1
→ 0.1	-0.3	-0.2	-2	6	1.1	-1.8	-8	2	1	1.6
O=C(COC(=O)Cc1ccc(Cl)c(Cl)c1)NCCc1ccccc1
→ -0.4	0.4	-2.2	2	6	-0.1	-1.4	-4	1	-36	1.2
CNC(=O)C(=O)Nc1ccc2c(c1)N(S(=O)(=O)c1cccs1)CCC2
→ -1.6	-1.4	-3.1	-3	-5	-0.5	-1.6	2	2	3	1.6
COC(=O)[C@H](CCSC)NC(=O)N1CCN(Cc2ccccc2)CC1
→ -1.0	-0.8	0.1	0	1	0.0	-0.8	3	3	0	1.1
COc1ccc(CCNC(=O)c2ccc3c(c2)N(Cc2ccc(F)cc2)CCS3)c(OC)c1
→ 1.8	0.2	1.0	-93	-275	-0.4	-1.2	-207	-124	-1	0.7
CCc1ccc(N(C(=O)Cc2cccs2)C(C(=O)NC2CCCCC2)c2cn(C)nc2C)cc1 (centres undefined)
→ 0.3	1.2	0.4	2	0	-0.4	-1.3	-5	-1	8	-0.4

Compound profiles, from the list above:
Cc1cc2cc(CN(Cc3ccco3)C(=O)C3CCCCC3)c(=O)[nH]c2cc1C is listed with DAX1 inh-2 = 0.2; hcDAF12 agonist = -1.3; hgDAF-12 ag = -1.1; ADAM17 inh = -6; ADAM10 inh = -8; DAX1 inh-1 = -0.4; ssDAF12 agonist = -1.2; PLCb3 inh = -2; PLC-gamma1 inh = -3; sPLA2-III inh = 2; FXN GAA850 act = 0.3
CC1CCN(CCc2nc3cc(NC(=O)C(C)C)ccc3n2C)CC1 is listed with DAX1 inh-2 = -0.1; hcDAF12 agonist = 0.2; hgDAF-12 ag = -0.9; ADAM17 inh = -38; ADAM10 inh = -134; DAX1 inh-1 = 0.8; ssDAF12 agonist = -0.9; PLCb3 inh = 2; PLC-gamma1 inh = 1; sPLA2-III inh = -1; FXN GAA850 act = 2.9
CCc1nnc(NC(=O)CSc2nnc(-c3ccco3)n2CCOC)s1 is listed with DAX1 inh-2 = 0.1; hcDAF12 agonist = 0.7; hgDAF-12 ag = 5.2; ADAM17 inh = -4; ADAM10 inh = -5; DAX1 inh-1 = 2.0; ssDAF12 agonist = -1.4; PLCb3 inh = 0; PLC-gamma1 inh = -2; sPLA2-III inh = 2; FXN GAA850 act = 1.1

The listing continues:
Under each structure: DAX1 inh-2	hcDAF12 agonist	hgDAF-12 ag	ADAM17 inh	ADAM10 inh	DAX1 inh-1	ssDAF12 agonist	PLCb3 inh	PLC-gamma1 inh	sPLA2-III inh	FXN GAA850 act
Cc1ccc(CN2CC(N3CCN(C4CCN(C)CC4)CC3)CS2(=O)=O)cc1 (centres undefined)
→ -0.5	-1.6	-1.7	0	1	.	-1.0	3	-1	2	.
CCOC(=O)CCC(=O)O[C@H]1[C@H](O[C@@H]2[C@@H](C)[C@H](O[C@H]3C[C@@](C)(OC)[C@@H](O)[C@H](C)O3)[C@@H](C)C(=O)O[C@H](CC)[C@@](C)(O)[C@H](O)[C@@H](C)C(=O)[C@H](C)C[C@@]2(C)O)O[C@H](C)C[C@@H]1N(C)C
→ -0.7	0.1	-1.2	-2	8	0.5	-0.8	4	4	-4	-1.5
CN(c1ccccc1)S(=O)(=O)c1cccc(NC(=O)c2cc(=O)c3ccccc3o2)c1
→ -0.1	1.1	-1.0	-2	0	0.7	-1.8	2	0	-1	-3.9
S=C(NCc1ccc(Cl)cc1Cl)Nc1ccccc1
→ -0.7	-2.6	1.6	5	10	-1.9	-1.3	0	-1	-2	-1.8
CSCCC(NC(=O)c1ccccc1Cl)C(=O)NCCOc1ccccc1 (centres undefined)
→ -1.1	-1.1	-2.4	-1	-5	1.1	-0.3	1	2	5	0.9
CCC(=O)N1c2ccc(S(=O)(=O)N3CCN(c4cc(C)ccc4C)CC3)cc2CC1C (centres undefined)
→ 0.5	0.0	1.6	0	1	0.9	-1.3	-3	-3	5	-0.1
COC(=O)c1sccc1NC(=O)c1c(Cl)cccc1Cl
→ 0.2	-2.7	-1.2	2	5	-0.2	-1.0	-3	5	3	0.2
CCOC(=O)Nc1cccnc1Sc1ccc(Cl)cc1
→ 0.3	-2.7	-0.4	-4	-12	-0.4	-1.9	-7	-1	2	-0.3
Fc1ccc2c(c1)C(c1ccncc1)=NNC(c1cccnc1)=N2
→ -0.2	0.3	-0.1	-6	-12	1.6	-0.5	0	-2	4	1.1
CC(=O)Nc1cc(-c2cccc(NS(C)(=O)=O)c2)cn2c(-c3ccc(F)c(Cl)c3)cnc12
→ -3.5	-1.7	-4.9	-13	-36	.	-1.5	-42	-27	-15	-0.9
O=c1[nH]c2ccccc2c2nc(-c3cccc(S(=O)(=O)N4CCCC4)c3)nn12
→ -0.2	-1.3	3.3	-1	0	3.4	-1.1	-6	-3	-2	1.4
CCC(C)NS(=O)(=O)c1ccc(OCC(=O)NCc2ccco2)cc1 (centres undefined)
→ -1.0	-1.0	-1.4	-2	-2	1.4	-0.8	2	-1	-4	-1.0
Cc1ccc(/C=C/C(=O)OCC(=O)NCc2cccs2)o1
→ -0.3	-0.3	4.8	0	-3	0.7	-0.5	-8	-6	-2	-1.6
Cc1nc(SCc2nc3ccc(Cl)cc3[nH]2)c2oc3ccccc3c2n1
→ -0.8	-1.5	-4.2	9.8*	5	-0.8	-1.7	-35	-16	-9	0.1
CC1(C(=O)Nc2ccc(F)cc2F)CCN1C(=O)Cc1ccccc1Cl (centres undefined)
→ 0.6	-1.4	-1.6	1	-12	.	-1.0	-2	1	11	1.0
C/C(=N\OC(=O)c1ccc(F)cc1)c1ccc(F)c(F)c1
→ 0.2	0.6	1.5	0	4	0.4	-0.7	-1	5	-5	1.6
Cc1ccc(C2=N/C(=C\c3coc4ccccc4c3=O)C(=O)O2)cc1
→ 0.2	0.6	-1.5	-9	-15	.	-0.4	-25	-11	-12	.
Cc1nc(N2CCN(C(=O)c3ccco3)CC2)c2c3c(sc2n1)CCCC3
→ -0.9	-2.7	-1.7	-5	-6	-1.5	-2.3	-3	-1	-3	-2.2
C/C(Cn1ncc(N2CCOCC2)c(Cl)c1=O)=N\O
→ -0.4	3.4	-2.6	-1	-16	0.4	-1.6	-5	5	2	0.1
COc1ccccc1CN1CCC(n2nccc2NC(=O)c2ccccc2Cl)CC1
→ -0.1	0.5	-0.2	3	10	0.1	-0.7	1	11*	-10	-2.6
COc1ccc(S(=O)(=O)N(C)C[C@H]2OCc3cnnn3CCCC(=O)N([C@H](C)CO)C[C@H]2C)cc1
→ -0.6	-0.8	3.4	0	-7	-0.4	-1.0	2	-1	2	0.5
CC(C)(C)c1ccc(C(=O)NCC(=O)N2CCCC2)cc1
→ 0.6	2.0	2.3	-1	-11	0.1	-1.1	-1	-1	-6	3.4
Cc1ccc(NCc2ccccc2OCc2ccccc2F)cc1
→ -0.6	-0.4	3.3	-8	-2	0.9	-0.1	-3	-2	0	2.5
C[C@@H](C(O)c1ccccc1)N(C)C(=O)CCc1ccccc1 (some centres undefined)
→ 0.2	-0.4	-1.9	1	3	-0.4	-1.3	4	2	9	1.6
COc1ccc(NC(=O)COC(=O)c2cc([N+](=O)[O-])ccc2N2CCOCC2)cc1
→ -1.0	-2.2	-2.1	0	-4	0.3	-1.1	-2	1	-5	-2.0
CCc1ccc(C(C)NC(=O)/C(C#N)=C\c2cn[nH]c2-c2ccccc2)cc1 (centres undefined)
→ -0.5	-1.2	-1.6	11*	17	-0.7	-1.3	2	-3	-24	0.2
